Source: PubChem (National Center for Advancing Translational Sciences (NCATS))
RXFP1 antagonist: qHTS Assay for Antagonists of the Relaxin Receptor RXFP1. Relaxin receptor 1 (Homo sapiens), Q9HBX9. HEK293-RXFP1, relaxin-stimulated cAMP HTRF, 30 min; stronger effect = lower value. activity change, negative = inhibition, % at 57.5 µM. actives 0.59% (n = 350,000). AID 1259400, 2018;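 active means activity change of -60% or lower, but not beyond a set lower limit; inconclusive means change between -60% and -40%, or beyond the set limit; inactive means change above -40%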
Target sequence (Q9HBX9 whole entry, looked up): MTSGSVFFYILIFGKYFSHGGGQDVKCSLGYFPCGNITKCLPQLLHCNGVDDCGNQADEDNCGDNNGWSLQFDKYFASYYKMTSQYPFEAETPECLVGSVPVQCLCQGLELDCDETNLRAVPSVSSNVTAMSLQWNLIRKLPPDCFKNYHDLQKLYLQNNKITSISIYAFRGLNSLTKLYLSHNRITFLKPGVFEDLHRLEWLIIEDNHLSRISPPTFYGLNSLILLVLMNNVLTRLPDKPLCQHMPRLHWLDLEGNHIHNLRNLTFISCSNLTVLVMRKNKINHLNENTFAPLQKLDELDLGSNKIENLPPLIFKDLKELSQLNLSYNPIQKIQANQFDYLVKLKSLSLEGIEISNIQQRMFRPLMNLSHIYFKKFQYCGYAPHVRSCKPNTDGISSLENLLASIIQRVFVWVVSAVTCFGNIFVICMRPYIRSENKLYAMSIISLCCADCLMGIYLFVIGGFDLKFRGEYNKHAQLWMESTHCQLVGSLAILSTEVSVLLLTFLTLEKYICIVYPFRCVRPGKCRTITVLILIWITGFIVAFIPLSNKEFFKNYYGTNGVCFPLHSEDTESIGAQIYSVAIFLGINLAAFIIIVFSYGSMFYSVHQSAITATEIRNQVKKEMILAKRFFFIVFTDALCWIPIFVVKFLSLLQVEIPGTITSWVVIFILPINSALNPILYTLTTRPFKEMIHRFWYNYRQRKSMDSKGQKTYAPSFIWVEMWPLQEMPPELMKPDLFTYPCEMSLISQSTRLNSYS
Starred values were filed as active, the others as inactive; ? = inconclusive. On the % scale 0 is the no-effect control and ±100 the full control effect. The list is partial (hit frequency here may not be typical).

SMILES	RXFP1 antagonist
Cc1[nH]oc(=O)c1N=Nc1ccc2[nH]c(=O)[nH]c2c1	-3
COc1cc(-c2nnc(COC(=O)c3ccc([N+](=O)[O-])o3)o2)cc(OC)c1OC	2
CC(C)Cc1ccc(C(C)/C=C2/CCC(CN3CCCCC3)C2=O)cc1 (configuration not stated)	-21
COc1ccc(Nc2nc(-c3cccs3)nc3ccccc23)cc1S(=O)(=O)N1CCOCC1	31
Cc1ccccc1Nc1nc(N)nc(COC(=O)c2c(C)noc2C)n1	-7
Nc1nc(SCC(=O)N2N=C3/C(=C\c4ccco4)CCCC3C2c2ccco2)n[nH]1 (configuration not stated)	-2
COc1ccc(C(=O)NC2CC2)cc1OC1CCN(Cc2ccc(F)cc2Cl)CC1	-13
COCCn1c(C)cc(C(=O)COC(=O)c2cccnc2SC)c1C	-17
CC(C)(C)c1ccc(C(=O)OCC(=O)Nc2cccc(S(=O)(=O)NC3=NCCC3)c2)cc1	-12
O=C(O)c1ccccc1NC(c1ccccc1)c1ccc2cccnc2c1O (configuration not stated)	-15
O=Nc1c(-c2ccccc2)n(O)[n+]([O-])c1-c1ccccc1	-2
Cn1c(=O)c2ncn(C)c2n(C)c1=O	19
CC1=C(C(=O)N2CCOCC2)CC(CC(=O)NCCc2ccccn2)C(=O)N1Cc1ccc(C(C)(C)C)cc1 (configuration not stated)	-8
COc1ccc(NC(=O)CCN(c2ccc(OC)cc2)S(=O)(=O)c2ccc(C)c(C)c2)cc1	-3
O=c1[nH]nc(Sc2ccccc2)c(=S)[nH]1	0
CC(=O)c1c(OCC(=O)N(C)C2CCCCC2)ccc2c(C)cc(=O)oc12	-6
O=C1CC(c2ccccc2)(c2ccccc2)c2ccccc21	?
O=C(Nc1csnn1)OCc1ccccc1	-7
Cc1cccc(/C=C(\C(=O)O)c2ccc(S(=O)(=O)N3CCCC3)s2)c1	8
O=C(COc1cccc(C(F)(F)F)c1)NCC(c1ccco1)N1CCCC1 (configuration not stated)	4
Cc1ccc(S(=O)(=O)NC(C)C(=O)OCC(=O)Nc2sccc2C(N)=O)cc1 (configuration not stated)	-1
Cc1c(O)c2ccccc2n(-c2ccccc2)c1=O	1
CCN(CC)S(=O)(=O)c1ccc(N2CCOCC2)c(NC(=O)c2cccc3c(=O)c(C)c(-c4ccccc4)oc23)c1	0
CC(NNC(=S)N1CCN(c2ccccn2)CC1)c1nccc2ccccc12 (configuration not stated)	-5
Cc1nc(Nc2nc(-c3ccccc3)cc(=O)[nH]2)nc2ccccc12	-4
O=C(N1CCCCCC1)N1CCN(S(=O)(=O)c2cccc([N+](=O)[O-])c2)CC1	-12
CCOC(=O)C1=C(Nc2ccccc2)CSC1	-4
CC1(C)CC(NC(=O)c2ccccc2NS(=O)(=O)c2ccc(Br)cc2)CC(C)(C)N1	2
CNC[C@H]1Oc2cc(Br)ccc2S(=O)(=O)N([C@H](C)CO)C[C@H]1C	-6
O=C(O)c1cc2ccccc2cn1	-1
Cc1nccn1C(c1ccccc1)c1ccccc1	-17
CC(C)c1ccc(CN2CCC(n3nccc3NC(=O)C3CCCC3)CC2)cc1	-8
CC1CC(C)C(=NNC(N)=O)C(C(O)CC2CCC(=O)NC2=O)C1 (configuration not stated)	5
Clc1cccc(OCCOCCN2CCNCC2)c1Cl	8
O=C(COC(=O)c1ccccn1)Nc1ccc2c(c1)OCCO2	-3
O=C(COC(=O)Cc1c[nH]c2ccccc12)Nc1cccc(Br)c1	5
COc1ccccc1N1CCN(C2CCCN(C(=O)c3ccsc3)C2)CC1 (configuration not stated)	-13
C[C@@H]1CN([C@@H](C)CO)C(=O)CCCn2nncc2CO[C@H]1CN(C)Cc1cccnc1	10
N#CC1C=Cc2c(ccc3ccccc23)N1C(=O)c1ccccc1 (configuration not stated)	10
O=C(Nc1ccccc1F)c1ccccc1C(=O)Nc1ccccc1F	-5
Cc1sccc1Br	13
O=C(CCNC(=O)N1CC(=O)Nc2ccccc21)NCc1ccc(Cl)cc1	4
Cc1ccccc1-n1ccnc1SCC(=O)Nc1cccc(S(=O)(=O)NC2=NCCC2)c1	-10
CCOc1ccc(NS(=O)(=O)c2cccc(C(=O)N3CCN(C/C=C/c4ccccc4)CC3)c2)cc1	5
COc1ccc(S(=O)(=O)N2CCN(C(=O)c3ccc(COc4ccccc4)o3)CC2)cc1	5
COc1ccccc1N(CCC#N)C(=S)Nc1ccc(S(=O)(=O)N2CCOCC2)cc1	-3
Cc1cc(Br)c(NC(=O)COC(=O)C2CCCCC2)c(Br)c1	-4
C[C@H](O)C#Cc1ccc2c(c1)O[C@@H](CN(C)Cc1ccc(-c3ccccc3)cc1)[C@H](C)CN([C@@H](C)CO)S2(=O)=O	-7

Copied from the results shown, 2 compounds:
SMILES	RXFP1 antagonist
CCOc1ccc(NS(=O)(=O)c2cccc(C(=O)N3CCN(C/C=C/c4ccccc4)CC3)c2)cc1	5
COc1ccc(S(=O)(=O)N2CCN(C(=O)c3ccc(COc4ccccc4)o3)CC2)cc1	5

(cont.)
SMILES	RXFP1 antagonist
C(=Cc1nc2ccccc2o1)c1ccc2c(c1)OCO2	3
C[C@@H]1CN([C@H](C)CO)C(=O)c2c(c3ccccc3n2C)-c2ccccc2CO[C@H]1CN(C)C(=O)CCC(F)(F)F	-4
CC(=NNC(=S)N1CCC1)c1ccccn1	-6
COc1ccc(S(=O)(=O)N2CCN(Cc3cccs3)CC2)cc1OC	-3
COc1cc(NC(=O)CCl)ccc(=O)c1	1
CC1(C)CC(Cc2ccc(Cl)nc2)N(C(=O)OC(C)(C)C)C1 (configuration not stated)	5
CC(=O)Nc1ccc(S(=O)(=O)NCC(=O)Nc2ccc3c(c2)OCO3)cc1	-11
CC[C@H](C)[C@H](NC(=O)OCc1ccccc1)C(=O)OCC(=O)N1CCN(c2ccc(F)cc2)CC1	-2
Cc1ccccc1NC(=O)C(C)OC(=O)CCC(=O)c1ccccc1 (configuration not stated)	4
CN(CC(=O)Nc1ccc(Cl)cc1)CC(=O)Nc1sc2c(c1C(N)=O)CCC2	0
O=[N+]([O-])c1cc(Br)ccc1NS(=O)(=O)c1ccccc1	-11
O=C(Nc1cc(C(F)(F)F)ccc1N1CCCC1)C1CC(=O)N(Cc2ccccc2)C1 (configuration not stated)	3

Overlap with the part before: 5 entries, followed by the next part.
SMILES	RXFP1 antagonist
CC[C@H](C)[C@H](NC(=O)OCc1ccccc1)C(=O)OCC(=O)N1CCN(c2ccc(F)cc2)CC1	-2
Cc1ccccc1NC(=O)C(C)OC(=O)CCC(=O)c1ccccc1 (configuration not stated)	4
CN(CC(=O)Nc1ccc(Cl)cc1)CC(=O)Nc1sc2c(c1C(N)=O)CCC2	0
O=[N+]([O-])c1cc(Br)ccc1NS(=O)(=O)c1ccccc1	-11
O=C(Nc1cc(C(F)(F)F)ccc1N1CCCC1)C1CC(=O)N(Cc2ccccc2)C1 (configuration not stated)	3
CC1CCCCC12NC(=O)N(CC(=O)Nc1cccnc1)C2=O (configuration not stated)	0
O=C(COc1ccc(S(=O)(=O)N2CCOCC2)cc1)Nc1ccc(Br)cc1	3
Cc1ccc(CC#N)c(-c2c(CC#N)ccc(C)c2C)c1C	-13
CC1CN(c2nc3c(c(=O)n(C)c(=O)n3C)n2Cc2c(Cl)cccc2Cl)CC(C)O1 (configuration not stated)	-10
Cc1cccc(-c2ccc3[nH]c4c(c3c2)CCN2C[C@H]3[C@H](C)ON(C)[C@H]3C[C@@H]42)c1	-9
S=c1[nH]nc(-c2ccco2)n1-c1ccc(Br)cc1	-14
C[C@H]1CN([C@@H](C)CO)S(=O)(=O)c2ccc(C#Cc3ccccn3)cc2O[C@@H]1CN(C)C(=O)C1CC1	0
Cc1cc(OCc2nc(N)nc(N)c2-c2ccc(Cl)c(Cl)c2)ccc1[N+](=O)[O-]	-10
COC1OC(CO)C(N(C)C(C)=O)C1O (configuration not stated)	17
COc1ccccc1C(=O)N/C(=C\c1cn(C)c2ccccc12)C(=O)NCCN1CCOCC1	2
c1cn(CCCNC2CCCCCCC2)cn1	8
CCNc1ncnc2[nH]ncc12	-8

Laid out differently: 2 of the compounds above.
RXFP1 antagonist	structure
-9	Cc1cccc(-c2ccc3[nH]c4c(c3c2)CCN2C[C@H]3[C@H](C)ON(C)[C@H]3C[C@@H]42)c1
-14	S=c1[nH]nc(-c2ccco2)n1-c1ccc(Br)cc1

(further entries)
SMILES	RXFP1 antagonist
COc1cccc(C(=O)Nc2cccc(-c3nnc(-c4ccccc4)o3)c2)c1	-12
NS(=O)(=O)c1cc(C(=O)OCCNC(=O)c2ccccc2)c(Cl)cc1Cl	3
Cc1ccccc1NC(=O)Cc1nc(COC(=O)c2ccc(NC(N)=O)cc2)cs1	-25
C#Cc1ccc(-c2ccccc2F)cc1	9
CCn1c(SC)nnc1-c1ccc(S(=O)(=O)N2CCCCC2)cc1	22
COc1ccccc1CNC(=O)COC(=O)C1CCN(S(=O)(=O)c2c(Cl)cccc2Cl)CC1	-7
NS(=O)(=O)c1cccc(NC(=O)CSc2nnc(C3CC3)n2-c2ccccc2)c1	-7
NC(=S)NN=Cc1nccc2c(C(F)(F)C(F)(F)C(F)(F)F)cccc12	12
Cc1cn([C@H]2C[C@H](O)[C@@H](CNCc3cc(Cl)ccc3OCc3ccc(Cl)cc3)O2)c(=O)[nH]c1=O	9
Cc1c(C=Nc2ccc(S(=O)(=O)CCO)cc2)c(O)[nH]c(=O)c1C#N	-18
O=C(COC(=O)c1cccc(S(=O)(=O)N2CCOCC2)c1)NCc1ccccc1	0
CN(C(=O)COC(=O)c1cnc(Cl)c(Cl)c1)C1CCCCC1	-21
CSc1ncccc1C(=O)OCC(=O)c1ccc[nH]1	-1
C/C(=N\NC(=O)CCC(=O)N/N=C(\C)c1ccc(C)o1)c1ccc(C)o1	0
O=C(CN1C(=O)NC(CCc2ccccc2)C1=O)Nc1ccc(F)c(F)c1F (configuration not stated)	6
CCN(CC)CCNC(=O)C(Cl)=C1C(Cl)=C(Cl)C(Cl)=C1Cl	-5
CCCNC(=O)N(C)C[C@H]1Oc2ncc(Br)cc2C(=O)N([C@H](C)CO)C[C@H]1C	12
O=C(/C=C/c1ccccc1)OCC(=O)c1c[nH]c2ccccc12	-15
CN1CCN(c2ccc(S(=O)(=O)N3CCCCC3)cc2NC(=O)CSC(C)(C)C)CC1	4
Nc1nc(SCC(=O)N2CCCc3ccccc32)n[nH]1	2
CC(=O)Nc1ccc(S(=O)(=O)N(C)CC(=O)N2CCN(C(=O)c3ccco3)CC2)cc1	-15
CCOC(=O)c1c(NC(=O)CSc2nnc(-c3ccncc3)n2Cc2ccco2)sc(C(C)=O)c1C	-12
CCc1cc(-c2cnnn2CCc2c[nH]c3ccccc23)ccc1-c1cn(CC(C)C)nn1	9
CCOC(=O)c1c2c(n(Cc3ccccc3)c1C)C(=O)C(=O)c1ccccc1-2	9

Three entries picked at random from those above:
SMILES	RXFP1 antagonist
COc1ccccc1N1CCN(C2CCCN(C(=O)c3ccsc3)C2)CC1 (configuration not stated)	-13
Cc1cccc(-c2ccc3[nH]c4c(c3c2)CCN2C[C@H]3[C@H](C)ON(C)[C@H]3C[C@@H]42)c1	-9
CC(C)(C)c1ccc(C(=O)OCC(=O)Nc2cccc(S(=O)(=O)NC3=NCCC3)c2)cc1	-12

Next part:
SMILES	RXFP1 antagonist
CCN(CC)C(=O)C1=C(C)N(CCC2=CCCCC2)C(=O)C(CC(=O)NCc2ccco2)C1 (configuration not stated)	5
COc1ccc(C(=O)OCC(=O)NCCc2ccc(F)cc2)cc1S(=O)(=O)N1CCOCC1	-4
COC(=O)CC1=C(c2ccc([N+](=O)[O-])cc2)CCC1=O	8
CN1CCC(N(C)C(=O)/C(C#N)=C\c2ccc(OC(F)F)cc2)CC1	5
COc1ccc(/C=C/C(=O)OCC(=O)N2c3ccccc3CC2C)cc1 (configuration not stated)	-1
CN1CCN(C(=O)c2ccc(-c3nn(C)c(=O)c4ccccc34)cc2)CC1	-27
Cc1noc(NS(=O)(=O)c2ccc(NC(=O)c3ccccc3NS(=O)(=O)c3ccc(F)c(F)c3)cc2)c1C	3
CCN(CC(=O)NC1CCS(=O)(=O)C1)c1ccc(S(=O)(=O)N(CC)CC)cc1[N+](=O)[O-] (configuration not stated)	-2
O=C(NCCOc1ccccc1)C1=CC=CN2CCS(=O)(=O)N=C12	-2
C=CCOc1ccc(/C(O)=C2/C(=O)C(=O)N(CCCN3CCOCC3)C2c2ccccc2)cc1 (configuration not stated)	9
O=CN1CCN(C=O)C(O)C1O (configuration not stated)	0
COc1ccc(OC)c(NC(=O)C2CC(=O)N(CCc3ccc(F)cc3)C2)c1 (configuration not stated)	-10
Cc1ccc(OCC(=O)N2CCc3ccccc3C2)cc1C	-3
COC(=O)c1c(NC(=O)CSc2ncnc3ccccc23)sc(C)c1C	-4
Cc1ccc(C2C(C(=O)c3cc4ccccc4o3)=C(O)C(=O)N2CCN(C)C)o1 (configuration not stated)	11
Cc1c(C(c2cc(O)ccc2Cl)c2c(C)n(C)n(-c3ccccc3)c2=O)c(=O)n(-c2ccccc2)n1C	-6
CCCCn1c(N)c(N(CCC(C)C)C(=O)CSc2nc3ccccc3s2)c(=O)[nH]c1=O	2
O=C(c1ccccc1)N(c1ccccc1)c1ccccc1O	-13
Cc1nn(-c2ccccc2)c(C)c1NC(=O)COC(=O)c1ccc(NC(=O)CC#N)cc1	-11
COc1cc(C(=O)NNC(=O)/C=C/c2ccco2)cc(OC)c1OC	-7
Cc1ccc(S(=O)(=O)N2CCN(C(=O)COC(=O)Cc3c(F)cccc3Cl)CC2)c(C)c1	11
O=C(COC(=O)c1ccc2ncsc2c1)Nc1ccc(OC(F)(F)F)cc1	-8
O=C(COC(=O)COc1ccccc1)Nc1ncc(Cl)cc1Cl	5
O=C1CC(N2CCN(S(=O)(=O)c3ccccc3F)CC2)C(=O)N1c1ccc(F)cc1F (configuration not stated)	-9
COc1ccc(C2NCCCC2c2ccccc2)cc1 (configuration not stated)	-14
O=C(c1ccc(CS(=O)Cc2cccc(Cl)c2)o1)N1CCN(c2ccc(F)cc2)CC1 (configuration not stated)	-6
C1=CC2(C=C1)OC21CCC2(C=CC3(C2)OC3C2CCCCC2)CC1 (configuration not stated)	0
O=C(CCN1CCCCC1)N1CCc2c([nH]c3ccccc23)C1c1cccnc1 (configuration not stated)	-5
CCc1ccc2c(CN3CCN(S(=O)(=O)c4ccccc4F)CC3)cc(=O)oc2c1	-5
